# NCI-60 one-dose screen, 48 h, at 10 µM unless noted. Numbers give growth in % (100 = growth as untreated, 0 = no growth, -100 = all killed).
# U251: U251 CNS tumor cells | 80,000 tested, 5.4% active
# DU-145: DU-145 prostate cancer; 81,000 tested, 4.2% active
# SF-295: SF-295 CNS cancer cells; 79,000 tested, 5.6% active
# SF-539: SF-539 CNS cancer | 81,000 tested, 6.8% active
# UO-31: UO-31 renal cancer | 81,000 tested, 5.2% active | AID 1794768
# PC-3: PC-3 prostate cancer cells. 80,000 tested, 3.9% active. AID 1794754
# SN12C: SN12C renal cancer cells | 81,000 tested, 3.8% active
# TK-10: TK-10 renal cancer cells; 81,000 tested, 3.9% active; AID 1794769
# 786-0: 786-0 renal cancer cells; 81,000 tested, 5.1% active; AID 1794775
# Numbers without * were called inactive; / = no result given; & = joins results of further samples; ! = not active in a repeat. The calls were made as follows: active = growth percent below 10; inactive = the rest.
Compound,U251,SF-295,UO-31,DU-145,TK-10,PC-3,786-0,SN12C,SF-539
Cc1cc(C)c(S(=O)(=O)Nc2ccccc2)c(C)c1,97.3&107.7,105.5&106.1,91.3&82.1,109.3&113.2,101.8&79.5,91.2&89.1,110.9&98.5,104.5&98.9,106.8&100.6
CCN(CC)CCN1c2ccc(C)cc2Sc2ccc3ccccc3c21,60.8,75.7,35.1,58.3,76.5,43.2,77.2,64.1,89.4
Clc1ccccc1Cn1cc(CSc2nc3ccccc3o2)nn1,100.5,88.7,87.6,100.8,96.2,89.5,92.1,101.5,98.1
CC(=O)c1ccccc1OC(F)(F)C(F)Cl (stereo not drawn),98.0,99.6,92.2,108.3,105.1,96.1,97.6,101.4,103.4
COc1cccc(/C=C/C(=O)c2sc(Nc3ccc(O)cc3)nc2C)c1,89.6,104.0,62.0,94.9,113.6,85.9,80.2,86.2,74.5
CC(N)c1ccc(Cl)cc1 (stereo not drawn),109.8,102.5,71.6,107.2,109.3,90.7,109.5,96.2,101.5
c1ccc2c([C@H]3CC[C@H](c4c[nH]c5ccccc45)c4[nH]c5ccccc5c43)c[nH]c2c1,82.2,85.1,45.7,79.9,104.2,62.8,89.7,84.6,95.6
CCOC(OCC)c1cnc2nc(NC(C)=O)[nH]c(=O)c2n1,104.2,108.9,82.6,107.4,103.8,106.2,97.5,100.8,108.4
COc1ccccc1NC(=O)c1cccc(C2CCc3c(cc(OC)c(OC)c3OC)O2)c1 (stereo not drawn),91.1,93.7,64.0,99.9,85.4,76.5,90.6,79.1,91.3
O=C(Nc1ccc(I)cc1F)c1cc(Br)ccc1O,-14.5*,-64.9*,8.8*,14.2,2.0*,7.4*,2.0*,3.3*,0.9*
COc1ccc(-c2nc3ccc(C(=O)N=Nc4c(O)[nH]c5ccc([N+](=O)[O-])cc45)cc3[nH]2)cc1,95.8,104.9,98.3,109.6,110.4,109.7,109.6,113.7,103.9
O=C1N=C2[C@@H]3CCCN3C(=O)c3ccccc3N2C(=O)C1c1ccccc1 (stereo partly drawn),98.4,100.0,71.6,112.9,90.3,90.4,101.3,98.2,101.8
CC(=O)C1(O)CCCCC1,101.8,112.8,90.1,108.2,101.3,106.0,97.9,103.3,104.6
COc1ccc(Cc2c(N)noc2N)cc1,97.4,95.3,94.7,113.3,103.1,92.5,93.7,108.4,103.6
CC1=NC2=NN3C(=NN2C(c2ccccc2)=C1)N=NC(c1ccc(Br)cc1)=C3c1ccc(Br)cc1,103.1,105.7,80.1,111.5,128.2,97.1,106.5,100.6,97.2
COc1ccc(OC)c(/C=C/c2nc3ccccc3c(=O)n2-c2ccc(C#Cc3ccc4cc(OC)ccc4c3)cc2C)c1,108.4,123.8,77.9,118.5,120.0,84.0,111.7,97.2,116.5
COc1cc(-c2nc3ccccc3s2)ccc1OCc1nc2n(n1)S(=O)(=O)c1ccccc1N2C,73.2,61.3,72.8,87.7,87.8,80.8,62.1,107.3,52.4
COc1cc(C)cc2oc3oc(=O)c(C(=O)c4cc5ccccc5o4)cc3c(=O)c12,115.6,/,64.2,96.3,142.7,91.4,104.3,94.0,95.5
CC(c1cc(Cl)ccc1O)c1cc(Cl)ccc1O,19.2,45.9,-7.9*,50.7,90.7,25.9,90.0,39.5,/
COc1ccc(-c2cc(-c3nnc(SCC(=O)Nc4ccc(/C(C)=N\O)cc4)n3-c3ccccc3)c3ccccc3n2)cc1OC,103.4,/,97.3,99.0,101.0,100.6,93.9,98.6,105.8
COc1ccc(/C=C2\NC(=S)NC2=O)cc1,102.4,119.0,73.6,118.5,112.9,105.7,109.5,100.7,98.3
CCC1=C(C)C(=O)[C@H](C)[C@@H](C(C)[C@@H]2OC(CC)=C(C)C(=O)[C@@H]2C)O1 (stereo partly drawn),94.5,95.6,77.3,97.8,114.3,71.5,90.2,98.3,96.0
Nc1cccc(F)c1,106.7,/,86.2,111.8,/,93.3,102.2,103.5,101.4
CCCCN1CCN(c2ccc3nc(-c4ccc5nc(-c6cc(OC)ccc6OC)[nH]c5c4)[nH]c3c2)CC1,84.0,98.6,78.5,100.9,118.5,97.2,100.1,99.1,92.8
CCCNC(=O)Oc1ccc(/C(=C(/C)Cc2ccc(OC)cc2)c2ccc(OCCN3CCCC3)cc2)cc1,48.6,68.7,50.3,90.1,83.4,56.4,70.7,71.3,77.8

# 13 structures out of the list, ordered by formula weight, smallest number first.
Compound,U251,SF-295,UO-31,DU-145,TK-10,PC-3,786-0,SN12C,SF-539
Nc1cccc(F)c1,106.7,/,86.2,111.8,/,93.3,102.2,103.5,101.4
CC(=O)C1(O)CCCCC1,101.8,112.8,90.1,108.2,101.3,106.0,97.9,103.3,104.6
CC(c1cc(Cl)ccc1O)c1cc(Cl)ccc1O,19.2,45.9,-7.9*,50.7,90.7,25.9,90.0,39.5,/
Clc1ccccc1Cn1cc(CSc2nc3ccccc3o2)nn1,100.5,88.7,87.6,100.8,96.2,89.5,92.1,101.5,98.1
O=C1N=C2[C@@H]3CCCN3C(=O)c3ccccc3N2C(=O)C1c1ccccc1 (stereo partly drawn),98.4,100.0,71.6,112.9,90.3,90.4,101.3,98.2,101.8
CCN(CC)CCN1c2ccc(C)cc2Sc2ccc3ccccc3c21,60.8,75.7,35.1,58.3,76.5,43.2,77.2,64.1,89.4
COc1cccc(/C=C/C(=O)c2sc(Nc3ccc(O)cc3)nc2C)c1,89.6,104.0,62.0,94.9,113.6,85.9,80.2,86.2,74.5
O=C(Nc1ccc(I)cc1F)c1cc(Br)ccc1O,-14.5*,-64.9*,8.8*,14.2,2.0*,7.4*,2.0*,3.3*,0.9*
COc1ccccc1NC(=O)c1cccc(C2CCc3c(cc(OC)c(OC)c3OC)O2)c1 (stereo not drawn),91.1,93.7,64.0,99.9,85.4,76.5,90.6,79.1,91.3
CCCCN1CCN(c2ccc3nc(-c4ccc5nc(-c6cc(OC)ccc6OC)[nH]c5c4)[nH]c3c2)CC1,84.0,98.6,78.5,100.9,118.5,97.2,100.1,99.1,92.8
COc1ccc(OC)c(/C=C/c2nc3ccccc3c(=O)n2-c2ccc(C#Cc3ccc4cc(OC)ccc4c3)cc2C)c1,108.4,123.8,77.9,118.5,120.0,84.0,111.7,97.2,116.5
CC1=NC2=NN3C(=NN2C(c2ccccc2)=C1)N=NC(c1ccc(Br)cc1)=C3c1ccc(Br)cc1,103.1,105.7,80.1,111.5,128.2,97.1,106.5,100.6,97.2
COc1ccc(-c2cc(-c3nnc(SCC(=O)Nc4ccc(/C(C)=N\O)cc4)n3-c3ccccc3)c3ccccc3n2)cc1OC,103.4,/,97.3,99.0,101.0,100.6,93.9,98.6,105.8

# The main list resumes, repeating the 2 entries before the break.
Compound,U251,SF-295,UO-31,DU-145,TK-10,PC-3,786-0,SN12C,SF-539
CCCCN1CCN(c2ccc3nc(-c4ccc5nc(-c6cc(OC)ccc6OC)[nH]c5c4)[nH]c3c2)CC1,84.0,98.6,78.5,100.9,118.5,97.2,100.1,99.1,92.8
CCCNC(=O)Oc1ccc(/C(=C(/C)Cc2ccc(OC)cc2)c2ccc(OCCN3CCCC3)cc2)cc1,48.6,68.7,50.3,90.1,83.4,56.4,70.7,71.3,77.8
CC1=Nc2cc(C)c(C)cc2NC(=O)C1,94.6,97.4,93.5,108.4,91.2,93.5,110.8,98.4,95.0
Nc1no[n+]([O-])c1-c1csc(-n2nc(-c3ccccc3)cc2-c2ccccc2)n1,101.0,101.8,86.0,99.3,119.3,95.5,99.0,100.6,93.3
C=CCn1c(SCC(=O)Nc2ccc(C(C)=O)cc2)nnc1-c1cc(-c2ccc(S(N)(=O)=O)cc2)nc2ccccc12,99.1,100.2,76.2,107.8,114.6,94.5,99.5,97.9,92.6
O=C(Oc1ccc(Cl)cc1[N+](=O)[O-])Oc1ccc(Cl)cc1[N+](=O)[O-],99.0,118.8,88.8,116.0,119.7,88.5,119.1,107.3,108.8
CN(C)C(=S)SCc1cc(Cl)cc(Cl)c1O,94.5,109.6,85.4,107.9,92.7,98.9,91.1,97.5,104.6
CCCCCCCCCCCCCC[n+]1cccc(C(N)=O)c1,-72.7*,-30.9*,62.0,27.8,24.0,-29.0*,-40.0*,1.6*,-5.9*
COc1ccc(C(=O)NNc2nccc(Nc3ccc(S(=O)(=O)Nc4ccncc4)cc3)n2)cc1,104.4,97.7,86.0,101.7,98.8,89.4,106.5,98.4,104.8
Cc1ccc(S(=O)(=O)Nc2ccc(C3=NNC(c4cccc(C)c4)C3)cc2)cc1 (stereo not drawn),101.9,104.1,88.8,106.0,118.8,97.0,100.0,93.5,97.0
ClCC[n+]1ccccc1,105.7,121.3,102.5,115.2,104.9,99.8,106.2,103.7,96.4
COc1nc2ccc(OC(C)C)cc2cc1-c1nc2c(cnn2-c2ccc(Br)cc2)c(=O)[nH]1,93.5,100.7,97.4,101.8,101.8,82.6,96.2,97.2,112.9
Fc1cccc(CNc2nc(SCCN3CCOCC3)nc3c2cnn3CC(Cl)c2ccc(Br)cc2)c1 (stereo not drawn),25.2,-10.5*,-3.5*,49.9,46.7,25.8,20.9,36.5,10.8
COc1ccc(C(=O)COc2ccc(NC(=O)Nc3ccc(Cl)c(C(F)(F)F)c3)cc2)cc1,24.3,5.9*,33.3,47.3,46.8,9.0*,25.2,40.9,33.7
CCN(CC)CCOc1ccc(C(=C(C)Cc2ccc(OC)cc2)c2ccc(OCCN(CC)CC)cc2)cc1,9.5*,52.8,68.3,74.5,110.6,66.2,60.5,86.1,-45.9*
COc1cc2c(c(OC)c1OC)C1(CCCO1)c1cc3c(c(OC)c1-2)OCO3 (stereo not drawn),101.4,92.6,88.0,100.9,114.2,94.1,105.8,95.7,95.4
Cc1cc2c(cc1C)C(=O)c1ccccc1C2=O,88.9,97.2,84.9,106.2,98.5,92.9,107.2,94.3,96.0
CCOC(=O)c1[nH]c(C)c(Br)c1C,99.3,96.9,86.6,98.2,92.0,101.9,/,105.0,91.0
Oc1ccc2ccccc2c1N=Nc1nccs1,4.8*,31.4,59.3,20.5,-14.0*,35.4,-40.2*,34.4,15.2
CCOC(=O)c1cnn2c1NC=C(C(=O)c1ccccc1O)C2C(C)C (stereo not drawn),102.4,91.7,76.8,110.2,100.2,85.0,89.9,87.6,91.0
CCCCC(=O)C1CCCC1,90.8,/,92.1,114.1,107.3,92.5,108.2,104.9,87.8
O=C(Cc1c(-c2cccc([N+](=O)[O-])c2)n(-c2ncnc3c2c(-c2ccccc2)c(-c2ccccc2)n3Cc2ccccc2)[nH]c1=O)c1ccc(Cl)c(Cl)c1,26.4,12.2,39.8,51.0,59.0,30.7,63.4,38.5,60.7
Nc1ncnc2c1ncn2C1O[C@H](COP(=O)(O)O)[C@@H](O)[C@H]1O (stereo partly drawn),104.7,104.3,83.7,129.7,102.7,98.3,95.4,95.7,103.6
O=C(CCc1nnc2sc(-c3ccc(O)cc3)nn12)c1nc2ncccc2[nH]1,98.3,101.1,58.8,109.4,154.8,94.0,102.7,94.8,91.3
Cn1c(=O)[nH]c(=O)c2nc(CCC(=O)Nc3ccccc3)c(=O)[nH]c21,96.5,98.4,85.4,114.4,94.9,/,102.0,101.2,100.5
CS(=O)(=O)c1cccc(-c2c(-c3cccc(OCCc4ccc(F)cc4)c3)nc3sccn23)c1,91.1,80.2,38.7,96.4,95.2,60.8,84.2,76.9,85.7
CC(=O)Oc1ccc2c(C)cc(=S)oc2c1OC(C)=O,81.4,103.7,/,103.4,115.5,75.2,103.4,96.1,92.6

# The results go on:
Compound,U251,SF-295,UO-31,DU-145,TK-10,PC-3,786-0,SN12C,SF-539
O=C1CC2CC1C(C(=O)O)C2C(=O)O (stereo not drawn),100.4,100.7,94.6,99.6,102.1,97.1,107.9,96.9,104.9
COc1cc(/C=C2\C(=O)N(c3c(Cl)cccc3Cl)c3ccccc32)cc(OC)c1O,22.4,8.1*,31.7,36.8,48.2,15.2,13.9,50.0,45.1
O=[N+]([O-])c1ccc(N/N=C\c2cc(Br)ccc2O)nc1,5.3*!,7.6*,-11.8*,24.4&31.8,37.9&22.1,25.8,35.0&25.6,20.3&22.3,9.6*
COC(=O)C(=O)C1CSC2=C(CS(=O)(=O)c3ccccc32)C1=O (stereo not drawn),104.0,107.9,92.4,109.9,105.2,109.2,99.9,102.6,103.9
CCOC(=O)c1c(O)cc(-c2ccccc2)cc1-c1sc(N(C)Cc2ccccc2)nc1Cl,98.0,99.6,96.8,108.2,108.4,97.0,-97.1*,97.3,97.0

# From PubChem
